TSHR antag = human thyrotropin receptor antagonism; 330,000 compounds, 0.2% hits; activity change, negative = inhibition, % at 11.5 µM; TSHR-expressing cells, TSH-stimulated cAMP HTRF, 2 h; active compounds read low;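 active means activity change below a set negative limit, meaning inhibition stronger than a set level, cut at about -70% in these data; inconclusive means activity change between two set negative limits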; further: on the % scale 0 is the no-effect control and ±100 the full control effect
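Antagonism was scored as loss of TSH-driven cAMP in TSHR cells, stimulated with 4nM TSH (EC80) for 2 hours at 37 deg C and detected by homogeneous HTRF competition immunoassay.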
ELG1 repair inh = inhibitors of ELG1-dependent DNA repair in HEK293T cells; HEK293T ELG1-luciferase reporter, luminescence, 16 h; DNA damage induced by 5-fluorouridine; Potency, µM (series often up to 46.1 µM), for inactives: at the highest dose activity change, negative = inhibition, most hits filed as inhibitors; 330,000 compounds, 2.3% hits; AID 504467; further: potency means the concentration at half of the fitted maximal effect; on the % scale 0 is the no-effect control and ±100 the full control effect; nearly all actives have a fitted effect of over 55% in size
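HEK293T cells expressing luciferase-tagged ELG1 (2,000/well) received 5-Fluorouridine plus compound or DMSO for 16 hr at 37 °C. Luciferase was read by ONE-Glo luminescence after 30 min at room temperature.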
Eya2 inh = blocks the phosphatase activity of human Eya2 | AID 488837 | 330,000 compounds, 0.006% hits | recombinant Eya2, OMFP fluorescence dephosphorylation (OMFP is methylfluorescein phosphate) | Potency, µM (top dose mostly 76.9 µM), inactives show at the highest dose activity, negative = inhibition, actives largely listed as inhibitors; further: potency means the concentration at half of the fitted maximal effect; on the % scale 0 is the no-effect control and ±100 the full control effect
Target sequence (O00167 whole entry, looked up): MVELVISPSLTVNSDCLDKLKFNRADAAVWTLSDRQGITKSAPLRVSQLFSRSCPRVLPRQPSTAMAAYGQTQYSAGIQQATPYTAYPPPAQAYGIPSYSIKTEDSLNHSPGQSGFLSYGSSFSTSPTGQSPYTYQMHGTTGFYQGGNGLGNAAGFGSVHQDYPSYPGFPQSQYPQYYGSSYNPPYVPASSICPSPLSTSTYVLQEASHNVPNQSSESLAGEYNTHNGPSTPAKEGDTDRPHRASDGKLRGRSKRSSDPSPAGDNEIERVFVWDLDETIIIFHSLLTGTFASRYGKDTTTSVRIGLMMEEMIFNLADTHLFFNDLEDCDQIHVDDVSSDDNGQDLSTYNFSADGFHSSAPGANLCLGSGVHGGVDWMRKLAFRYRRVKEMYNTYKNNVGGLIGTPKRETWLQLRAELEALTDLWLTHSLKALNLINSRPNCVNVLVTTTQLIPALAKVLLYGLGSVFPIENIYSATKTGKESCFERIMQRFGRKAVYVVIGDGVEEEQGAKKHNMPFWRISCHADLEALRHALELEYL
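Eya2 (0.2 uM) preincubated 10 min at ambient with compound, then OMFP substrate added at 50 uM; 10 min reaction in 50 mM HEPES pH 7.5, 50 mM NaCl, 5 uM MgCl2, 0.05% BSA, 1 mM DTT. Fluorescence read at Ex 485/Em 525 nm.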
uPA generation = inhibitors of cell surface uPA generation. cell surface uPA generation assay, qHTS. Potency, µM (highest dose often 38.3 µM), for inactives: at the top dose activity change, negative = inhibition, hits mostly inhibitors. 330,000 compounds, 0.31% hits; active means well fitted inhibition curve with a large enough effect; inconclusive means small, poorly fitted or top-dose-only effect; inactive means no such curve, though single readings can be large or run the other way; tested in mouse RAW 264.7 cells; further: potency means the concentration at half of the fitted maximal effect; on the % scale 0 is the no-effect control and ±100 the full control effect; nearly all actives have a fitted effect of over 55% in size
BCR signal inh = inhibitors of chronic active B-cell receptor signaling | 340,000 compounds, 0.05% hits | Potency, µM (series often up to 46.1 µM), inactives show at the highest dose ratio change, negative = lower green/red ratio, most hits filed as inhibitors | AID 493014 | ABC-DLBCL IkBa-CBG/CBR reporter, luminescence ratio, 4 h; active means well fitted inhibition curve with a large enough effect in the signal ratio, with a control signal flat, not every such curve was filed as active; inconclusive means small, poorly fitted or top-dose-only effect, or effect the other way, or a change in a side signal; the % refers to the signal ratio;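 further: potency means the concentration at half of the fitted maximal effect; plate controls were basal doxycycline-induced cells for no effect and cells given 10 µM MG132 for full effect; MG132 reads +100%, hits lower the ratio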
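Cell line TMD8 (human ABC DLBCL), stably expressing tet-inducible CBG68-IkBa fusion and CBR; IMDM/0.5% FBS; cpd up to 46 uM; dox induction, 4 h, 37C/5% CO2; dual luminescence; green/red ratio; MG132 control.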
Tb PFK inh = blocks T. brucei phosphofructokinase; O15648; T. brucei PFK, ADP-Glo luminescence; Potency, µM (series often up to 57.5 µM), for the others: at the top dose activity, negative = inhibition, actives largely listed as inhibitors; 330,000 compounds, 0.17% hits; AID 485367;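 further: potency means the concentration at half of the fitted maximal effect; 0% = uninhibited 1x PFK enzyme wells and -100% = no-enzyme wells; nearly all actives have a fitted effect of over 60% in size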
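Activity is normalized to no-enzyme wells (full inhibition) and 1.25 nM enzyme wells (no inhibition). Reaction: 0.5 mM F6P, 0.1 mM ATP, 45 min RT, ADP-Glo luminescence; concentration-response curves fitted and classed by quality.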
Mito fusion yeast = inhibitors of mitochondrial division or activators of mitochondrial fusion; S. cerevisiae fusion-defective mutant growth rescue, CellTiterGlo 48 h; Potency, µM (titrated, usually from 46.1 µM), inactives show top-dose growth rescue (activation), hits mostly activators; 320,000 compounds, 0.23% hits; AID 485298;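 further: potency means the concentration at half of the fitted maximal effect; % of control where 0% means no effect; nearly all actives have a fitted effect of over 45% in size; temperature-sensitive fusion mutants such as fzo1-1 at 37 °C on non-fermentable ethanol glycerol medium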
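Read-out: ATP-based luminescence (CellTiterGlo, 10 min ambient) reporting growth of fusion-defective ts yeast after 48 hours at 37C on glycerol/ethanol YPEG medium in the presence of compound.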
USP2a inh = USP2a (human) protease inhibition. USP2 core, Ub-CHOP2 coupled fluorogenic reporter, 485/531. O75604. AID 463254. Potency, µM (highest dose often 38.3 µM), inactives show top-dose activity change, negative = inhibition, most hits filed as inhibitors. 330,000 compounds, 0.01% hits;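 further: potency means the concentration at half of the fitted maximal effect; plate controls were DMSO wells for no effect and full inhibition by NEM control for full effect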
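USP2 core (10nM final) preincubated 30min RT with compound in 20mM Tris-HCl pH 8.0, 2mM CaCl2, 2mM beta-mercaptoethanol, 0.05% CHAPS; 25nM Ub-CHOP2 plus 25nM reporter substrate added, fluorescence (Ex485/Em531) read after 60min.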
TSG101-PTAP inh = blocks PTAP/TSG101 interaction to inhibit HIV-1 budding; Q99816; Fluorescence polarization, FITC-PTAP peptide / Tsg101 binding; Potency, µM (highest dose often 115 µM), inactives show at the highest dose activity change, negative = inhibition, usual class: inhibitors; 340,000 tested, under 10 active; AID 493005; active means well fitted inhibition curve with a large enough effect in the main read-out, with a control signal flat, not every such curve was filed as active; inconclusive means small, poorly fitted or top-dose-only effect, or effect the other way, or a change in a side signal; inactive means no such curve, though single readings can be large or run the other way; further: potency means the concentration at half of the fitted maximal effect; % of control where 0% means no effect
Target sequence (Q99816 whole entry, looked up): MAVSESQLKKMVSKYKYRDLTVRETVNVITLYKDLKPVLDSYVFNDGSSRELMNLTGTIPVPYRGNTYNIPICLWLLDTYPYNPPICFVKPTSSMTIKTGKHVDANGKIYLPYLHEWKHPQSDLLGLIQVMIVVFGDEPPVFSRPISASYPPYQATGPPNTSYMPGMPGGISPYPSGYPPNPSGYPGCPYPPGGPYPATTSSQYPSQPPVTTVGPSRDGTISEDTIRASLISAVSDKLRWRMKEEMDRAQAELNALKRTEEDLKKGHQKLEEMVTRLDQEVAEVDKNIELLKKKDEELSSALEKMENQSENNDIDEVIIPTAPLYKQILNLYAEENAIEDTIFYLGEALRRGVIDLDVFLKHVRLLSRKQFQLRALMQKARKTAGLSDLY
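Fluorescence polarization binding of Tsg101 binding domain (10 uM final) to FITC-labeled PTAP peptide (50 nM final) in HEPES pH 7.5 buffer with NaCl, Tween 20, EDTA, TCEP. Compounds added before peptide; binding 20 min at RT.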
TCR act = activates T cell receptor signaling | primary human leukocytes, anti-CD3, IL-2 HTRF, 48 h | Potency, µM (doses to about 9.22 µM), inactives show at the highest dose activation of IL-2 secretion, usual class: activators | 330,000 tested, under 10 active | AID 504894; further: % of control where 0% means no effect
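TCR engagement came from a-CD3 beads alone, with compounds added to primary human leukocytes for 48 hr. Secreted IL-2 bridged europium cryptate- and d2-labelled anti-IL-2 antibodies, giving FRET emission at 665nm after 320nm excitation.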
B2AR arrestin = recruits beta-arrestin to the human beta2-adrenergic receptor; P07550; beta-arrestin recruitment to beta2AR, cell-based reporter; Potency, µM (top dose mostly 46.1 µM), without a hit: top-dose activation, actives largely listed as activators; 330,000 compounds, 0.02% hits; AID 492947;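 further: potency means the concentration at half of the fitted maximal effect; 0% = DMSO controls and full agonism = EC100 isoproterenol or metaproterenol; nearly all actives have a fitted effect of over 65% in size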
Active calls of the source: *; ? = inconclusive; . = not tested or not shown; [ ] = another dose, or the depositor's remark. Unless noted, the call rests on the fitted dose curve; in most records, active means well fitted curve in the direction sought with a large enough effect; inconclusive means small, poorly fitted or top-dose-only effect, or another doubt; inactive means no such curve, though single readings can be large; an effect the other way counts as inactive or inconclusive.

Each structure is followed by: TSHR antag | ELG1 repair inh | Eya2 inh | uPA generation | BCR signal inh | Tb PFK inh | Mito fusion yeast | USP2a inh | TSG101-PTAP inh | TCR act | B2AR arrestin
O=C(N/N=C/c1cccc(Br)c1)C1CC(=O)N(c2ccccc2)C1 (configuration not stated)
→ -3 | -3% | -6% | -1% | -12% | 0% | 5% | -2% | -6% | 2% | -0.8%
O=C1C2C(c3ccccc3)(C(=O)N1c1ccc(Cl)cc1)C2(c1ccccc1)c1ccccc1 (configuration not stated)
→ -6 | 6.5µM* | -17% | 6% | -8% | -6% | -1% | 3% | 2% | 8%[46.1 µM] | -0.1%
Cc1onc(-c2ccccc2)c1C(=O)Oc1cccnc1
→ -2 | 11% | 5% | -3% | ? | 17% | 2% | 2% | -2% | -1% | 0.1%
COC(=O)C(C)Sc1nc2c(c(=O)[nH]c(=O)n2C)n1CCCc1ccccc1 (configuration not stated)
→ 7 | ? | 1% | -1% | ? | -4% | 6% | 0% | -2% | 9% | -0.7%
COc1ccc(NC(=O)CSc2nc(N)c3cc4c(nc3n2)CCCC4)c(OC)c1
→ -11 | ? | -2% | . | 1% | 5% | -2% | 4% | -7% | 6% | 0.3%
COC(=O)c1ccccc1NC(=O)C1CC(=O)N(c2ccc(OC)cc2)C1 (configuration not stated)
→ -2 | -18% | 2% | -10% | -1% | -8% | ? | 2% | -4% | 0% | 0.3%
CCOC(=O)C1CCN(c2ncnc3cc(OC)c(OC)cc23)CC1
→ 0 | -9% | ? | 2% | ? | -3% | -1% | -1% | -1% | -4% | -0.6%
O=C1C2C3C=CC(C3)C2C(=O)N1Cc1cccnc1 (configuration not stated)
→ -4 | -6% | -6% | 1% | 1% | 0% | 1% | 0% | 0% | -39% | -1.2%
CCCC(=O)Nc1cnc(NC(=O)c2cccc(F)c2)cc1C
→ 12 | ? | 1% | -1% | ? | -25% | -5% | 1% | -4% | -1% | 0.0%
Cn1c(=O)c2c(n(Cc3ccccc3)c1=O)NC(=O)C2CC(=O)O (configuration not stated)
→ -3 | -2% | 10% | -3% | 15% | -6% | 1% | 3% | -8% | 7% | 0.2%
O=C(COC(=O)/C=C/c1ccc2c(c1)OCO2)NC1CCS(=O)(=O)C1 (configuration not stated)
→ 11 | 11% | 0% | 4% | ? | 0% | -6% | 0% | 0% | 1% | -0.6%
CCC1Oc2ccccc2N(CC(=O)NCCN2CCc3ccccc3C2)C1=O (configuration not stated)
→ 4 | 0% | -2% | 7% | -8% | -5% | 2% | 0% | -6% | 7% | -0.3%
COc1cc(OC)cc(-c2c(C#Cc3ccsc3)c3cc(Br)ccc3n2C)c1
→ -14 | 9% | -23% | 6% | ? | -3% | 0% | 0% | -1% | -6% | 4.7%
Cc1ccc(F)cc1NC(=O)Nc1cc(C(C)(C)C)nn1C
→ 9 | -3% | 20% | 6% | 14% | 4% | 4% | -2% | 0% | -1% | -0.6%
COc1cc2nc(SCC(N)=O)n(CCC3=CCCCC3)c(=O)c2cc1OC
→ -11 | -5% | 8% | 3% | ? | 2% | -1% | 3% | 0% | -10% | -0.4%
O=C(O)CC1=C(c2ccc(F)cc2)CCC1=O
→ 1 | 0% | 1% | 1% | 1% | 0% | -4% | 1% | -9% | -3%[46.1 µM] | -0.4%
CCN(CC)CCOC(=O)c1ccc(NC(=O)CCCN2C(=O)/C(=C/c3cccs3)SC2=S)cc1
→ 18 | 12% | 5% | ? | ? | -1% | -14% | 1% | . | 4% | 0.4%
COc1ccccc1N(CC1CO1)S(=O)(=O)c1ccc(C)cc1 (configuration not stated)
→ 15 | 0% | -6% | -2% | -8% | -1% | -4% | 0% | 0% | 2% | -0.5%
CC(=O)C1=C(O)C(=O)N(c2ccc(O)cc2)C1c1ccccc1Cl (configuration not stated)
→ -3 | -13% | 4% | -2% | 3% | -4% | 1% | 2% | -5% | . | -0.2%
COc1ccc(C)cc1NS(=O)(=O)c1cccc2nonc12
→ -9 | 5% | -27% | 1% | 8% | 2% | 10% | 1% | 0% | 1% | -0.1%

2 compounds drawn at random from the list so far, as already listed:
Each structure is followed by: TSHR antag | ELG1 repair inh | Eya2 inh | uPA generation | BCR signal inh | Tb PFK inh | Mito fusion yeast | USP2a inh | TSG101-PTAP inh | TCR act | B2AR arrestin
Cn1c(=O)c2c(n(Cc3ccccc3)c1=O)NC(=O)C2CC(=O)O (configuration not stated)
→ -3 | -2% | 10% | -3% | 15% | -6% | 1% | 3% | -8% | 7% | 0.2%
CCCC(=O)Nc1cnc(NC(=O)c2cccc(F)c2)cc1C
→ 12 | ? | 1% | -1% | ? | -25% | -5% | 1% | -4% | -1% | 0.0%

Next section
Each structure is followed by: TSHR antag | ELG1 repair inh | Eya2 inh | uPA generation | BCR signal inh | Tb PFK inh | Mito fusion yeast | USP2a inh | TSG101-PTAP inh | TCR act | B2AR arrestin
O=C(CCc1nc2ccccc2c(=O)[nH]1)NC1CCN(Cc2ccccc2)CC1
→ 1 | -1% | -9% | 1% | 2% | 3% | 2% | 1% | -1% | -3% | -0.7%
CC1Cc2ccccc2N1C(=O)CSc1nncn1C (configuration not stated)
→ 3 | 12% | -10% | 0% | -3% | -4% | 0% | 1% | -7% | 11% | 0.3%
Cc1ccc(S(=O)(=O)N2CCN(C(=O)c3ccccc3Cc3ccccc3)CC2)c(C)c1
→ -18 | 1% | -3% | 3% | 0% | 0% | 4% | 0% | 2% | -8% | -1.0%
O=C(Nc1nnc(-c2ccncc2)o1)c1cccc(N2C(=O)CCC2=O)c1
→ -1 | 2% | 5% | -2% | -13% | 1% | 2% | 4% | -2% | -9% | -0.4%
Cc1ccc2sc(N(CCCN(C)C)C(=O)c3ccc(S(=O)(=O)N4CCc5ccccc5C4)cc3)nc2c1C
→ 5 | 15% | -17% | -6% | 14% | 4% | -24% | 3% | 1% | . | -0.1%
COc1ccc(-c2c(=O)n(OC)c3ccccc3[n+]2[O-])cc1OC
→ -1 | 4% | 9% | -5% | ? | 0% | -17% | -1% | -18% | -5% | -0.3%
Cc1ccc(S(=O)(=O)N2CCN(C(=O)Cc3sc(C)nc3-c3ccc(F)cc3)CC2)c(C)c1
→ 5 | ? | 12% | -20% | ? | -11% | 16% | 2% | -1% | -5% | 0.2%
CCOC(=O)C1=C(C)C(c2ccccc2OC)NC(=S)N1 (configuration not stated)
→ -26 | 4% | 2% | -2% | -9% | 0% | -6% | 0% | -8% | 0% | -0.4%
O=C(CC(c1ccccc1)c1cc(Br)ccc1O)N1CCCCC1 (configuration not stated)
→ -4 | ? | -6% | 15% | 1% | 3% | 15% | 1% | -1% | 8% | -0.5%
COc1ccc(/C(N)=N/OC(=O)C2CCCCC2)cc1
→ 5 | ? | -10% | 8% | ? | 1% | -1% | -2% | 0% | 5% | -0.3%
COc1ccc(C(=O)O)cc1S(=O)(=O)N1CCCc2ccccc21
→ -4 | 8% | -4% | 8% | 0% | 0% | 10% | -1% | -2% | 3% | -0.9%
O=C(CSc1nnc(CNC(=O)c2cccs2)o1)NCc1ccc(F)cc1
→ 14 | 9% | -1% | 0% | -5% | -3% | -2% | 1% | -1% | -1% | 0.0%
Cc1ccc2sc(N3CCN(C(=O)C4=COCCO4)CC3)nc2c1C
→ -7 | 2% | -7% | 2% | -10% | 7% | -5% | 0% | -5% | -2% | 0.4%
CCOc1ncccc1C(=O)OCc1c(F)cccc1Cl
→ 34 | -5% | 8% | -2% | ? | -5% | 11% | -1% | -4% | -5% | -0.3%

Profiles, quoted from the list. Values in the order: TSHR antag, ELG1 repair inh, Eya2 inh, uPA generation, BCR signal inh, Tb PFK inh, Mito fusion yeast, USP2a inh, TSG101-PTAP inh, TCR act, B2AR arrestin
`Cc1ccc2sc(N(CCCN(C)C)C(=O)c3ccc(S(=O)(=O)N4CCc5ccccc5C4)cc3)nc2c1C` reads 5, 15%, -17%, -6%, 14%, 4%, -24%, 3%, 1%, ., -0.1%
`Cc1ccc(S(=O)(=O)N2CCN(C(=O)Cc3sc(C)nc3-c3ccc(F)cc3)CC2)c(C)c1` reads 5, ?, 12%, -20%, ?, -11%, 16%, 2%, -1%, -5%, 0.2%
